Assay outcomes deposited in PubChem BioAssay by NMMLSC.
LNCaP diff act = promotes differentiation of LNCaP prostate cells | AID 795 | side scatter shift, % at 10 µM | 0.56% of 24,000 active | flow cytometry side scatter, 4 d;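 active = side scatter shift above 30%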;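 note: androgen-responsive LNCaP prostate cancer cells in charcoal-stripped serum medium; percent of cells past a gate set so DMSO wells show 10% shift; higher shift means more granular cells and more differentiation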
VLA-4 allo ag = allosterically activates the human VLA-4 integrin. P13612. Jurkat cells, LDV-FITC binding, flow cytometry. activation, % at 10 µM (by protocol). 24,000 tested, under 10 active;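 active = fluorescent ligand binding to cells raised by more than 40% of the manganese-induced maximum; inconclusive = compound's own fluorescence above 85% of the ligand control signal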;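 note: 0% = ligand binding without compound and 100% = manganese-stimulated maximal binding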
Target sequence (P13612 whole entry, looked up): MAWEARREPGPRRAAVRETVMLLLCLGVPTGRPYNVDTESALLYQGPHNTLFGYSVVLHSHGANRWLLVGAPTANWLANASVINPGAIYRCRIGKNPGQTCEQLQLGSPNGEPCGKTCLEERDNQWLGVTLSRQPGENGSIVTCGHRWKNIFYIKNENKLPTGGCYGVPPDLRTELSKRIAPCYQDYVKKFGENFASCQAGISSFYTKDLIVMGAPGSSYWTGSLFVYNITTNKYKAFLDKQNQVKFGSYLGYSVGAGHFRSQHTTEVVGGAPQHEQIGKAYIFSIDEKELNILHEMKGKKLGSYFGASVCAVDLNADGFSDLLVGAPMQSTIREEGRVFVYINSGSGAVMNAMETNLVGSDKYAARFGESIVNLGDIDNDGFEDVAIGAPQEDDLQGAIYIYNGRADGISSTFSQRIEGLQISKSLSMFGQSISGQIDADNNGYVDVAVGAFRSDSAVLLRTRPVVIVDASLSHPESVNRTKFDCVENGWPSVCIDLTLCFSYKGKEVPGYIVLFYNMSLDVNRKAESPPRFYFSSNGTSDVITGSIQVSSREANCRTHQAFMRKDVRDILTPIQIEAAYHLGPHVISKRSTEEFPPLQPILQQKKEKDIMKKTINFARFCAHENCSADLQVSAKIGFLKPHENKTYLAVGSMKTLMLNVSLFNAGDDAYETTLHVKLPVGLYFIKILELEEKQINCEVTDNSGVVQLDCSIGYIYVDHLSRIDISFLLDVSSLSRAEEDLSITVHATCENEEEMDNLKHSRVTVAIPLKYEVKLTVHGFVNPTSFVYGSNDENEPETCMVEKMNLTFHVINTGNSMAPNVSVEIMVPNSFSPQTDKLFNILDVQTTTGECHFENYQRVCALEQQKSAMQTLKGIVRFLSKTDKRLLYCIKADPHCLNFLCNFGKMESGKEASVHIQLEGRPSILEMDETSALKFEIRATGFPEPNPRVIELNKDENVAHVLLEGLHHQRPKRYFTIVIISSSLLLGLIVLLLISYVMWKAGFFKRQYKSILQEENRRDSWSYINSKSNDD
Jurkat autofluor = compound fluoresces in Jurkat cells, VLA-4 screen interference | compound autofluorescence, flow cytometry; hits give high values; 1 = vehicle-only cell background | fluorescence ratio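 (tested at 10 µM compound in the well)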 | 0.61% of 24,000 active | AID 576;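 active = fluorescence ratio above 2.44, which is 1 plus 3 SD of all ratios; inconclusive = signal too bright to measure linearly, ratio around 10 or more; inactive = fluorescence ratio below 2.44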;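 note: green fluorescence of cells measured with 488 nm excitation and 530 nm emission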
VLA-4 antagonist = blocks LDV-FITC ligand binding to Mn2+-activated human VLA-4 integrin. P13612. Jurkat cells, LDV-FITC binding with Mn2+, flow cytometry; 100% = Mn2+-driven binding gain fully reversed. inhibition, % at 10 µM (by protocol). 0.2% of 24,000 active;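 active = inhibition above 50%; inconclusive = compound itself fluorescent, judged against control cell fluorescence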;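 note: 0% = Mn2+ stimulated cells lacking compound and 100% = ligand binding without Mn2+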
Active calls of the source: *; ? = inconclusive; / = not tested or not shown. Only part of the results is shown, so the mix of outcomes need not match the whole.

SMILES	LNCaP diff act	VLA-4 allo ag	Jurkat autofluor	VLA-4 antagonist
CCOC(=O)CN1CC23C=CC(O2)C(C(=O)NCc2ccc(C)cc2)C3C1=O (configuration not stated)	6	3	1.1	3
Cc1cc(NC(=O)c2cn(C3CCCCC3)c(=O)c3c2c2ccccc2n3C)no1	6	-2	1.1	-3
O=C(NCCCN1CCC(Cc2ccccc2)CC1)C1CCC(=O)N1C1CCCC1 (configuration not stated)	8	8	0.99	-1
O=C(NCc1cccs1)C(Cc1ccccc1)n1cccc1 (configuration not stated)	4	-1	1.1	-6
Cc1cc(NS(=O)(=O)c2ccc(NC(=O)c3ccoc3C)cc2)nc(C)n1	1	-4	1.1	5
CC(O)c1c(OCc2ccccc2)ncnc1OCc1ccccc1 (configuration not stated)	4	-3	0.95	-13
Cc1c(C(=O)NCCCN2CCOCC2)sc2nc(-c3ccc(F)cc3)cn12	10	2	0.88	23
CC1=Nn2c(nnc2-c2cc(-c3ccccc3)n[nH]2)SC1	7	6	1.1	-22
Cn1c(Cn2c(=O)sc3ccccc32)nnc1SCC(=O)NCc1ccco1	11	2	1	-6
COc1ccc(CCNC(=O)c2ccc3nc(-c4ccco4)c(-c4ccco4)nc3c2)cc1OC	4	-9	1.2	21
COc1cc(C(=O)N2CCN(c3cc(Cl)ccc3Cl)CC2)cc(OC)c1OC	7	3	0.99	-1
CCN(CC)S(=O)(=O)c1ccc(Br)c(OC)c1	6	-8	0.95	-35

Continued (2 carried over from the part before).
SMILES	LNCaP diff act	VLA-4 allo ag	Jurkat autofluor	VLA-4 antagonist
COc1cc(C(=O)N2CCN(c3cc(Cl)ccc3Cl)CC2)cc(OC)c1OC	7	3	0.99	-1
CCN(CC)S(=O)(=O)c1ccc(Br)c(OC)c1	6	-8	0.95	-35
Cc1ccc2oc(=O)c3cnn(CC(=O)NCCC(C)C)c3c2c1	8	1	1	-2
Cc1ccc(-c2nc(CS(=O)CC(=O)N3CCN(c4ncccn4)CC3)c(C)o2)cc1 (configuration not stated)	5	-5	1.1	2
CCN(C(=O)Cn1c(=O)oc2ccccc21)c1cccc(C(F)(F)F)c1	2	1	1	7
COc1ccc(C)cc1NC(=O)CN1CCN(S(=O)(=O)c2ccc(C(C)C)cc2)CC1	2	4	0.97	9
CC(C)(C)n1nc2c(c1NC(=O)c1ccco1)CS(=O)C2 (configuration not stated)	22	-1	1.1	-20
CCN(CC)c1ccc(C=N/C(C#N)=C(\N)C#N)cc1	19	?	5.9*	?
CCN1C(=O)OC2(CCCCC2)C1(C)O (configuration not stated)	15	-2	1.1	3
O=C(NCc1cccs1)C1CC(c2ccccc2O)=NO1 (configuration not stated)	3	5	1	-12
CCN1CCN(Cc2nc3c(c(=O)[nH]c(=O)n3C)n2Cc2ccccc2Cl)CC1	8	-1	0.98	10
Cc1ccc(CNC(=O)c2nnn(-c3cccc(C)c3)c2N)cc1	3	?	1.7	?
O=C(Nc1c2c(nn1-c1ccc(Cl)cc1)CS(=O)(=O)C2)c1ccc2c(c1)OCO2	6	-8	1.1	2
COc1ccc(OC)c(NC(=O)c2cc(S(=O)(=O)NCc3ccco3)ccc2F)c1	4	-9	1.2	28
S=c1[nH]nc(-c2ccc(Br)cc2)n1Cc1ccco1	19	-2	1.1	-15
CCOC(=O)N1CCN(S(=O)(=O)c2ccc(F)c(C(=O)Nc3cccc(C)c3C)c2)CC1	7	0	1.1	3
COc1ccc(OC)c(NC(=O)C(CCS(C)(=O)=O)NC(C)=O)c1 (configuration not stated)	14	0	1	-1
CCCn1c(C)cc(C(=O)COc2ncnc3sccc23)c1C	10	?	1.3	?
O=C(CN1CCN(S(=O)(=O)c2ccc(Cl)cc2)CC1)Nc1ccc(F)cc1F	3	2	1.1	-12
Cc1onc(-c2ccccc2Cl)c1C(=O)NCCn1ccc2ccccc21	11	-6	1.1	-7
O=C(c1ccco1)N1CCN(c2cc(=O)n(C3CCCCC3)c(=O)[nH]2)CC1	7	-4	1	-6
COc1cccc(C2CC(=O)NC3=C2C(=O)CCC3)c1 (configuration not stated)	9	4	0.98	-11
COc1ccc(S(=O)(=O)NCC(c2cccnc2)N2CCN(c3ccccc3OC)CC2)cc1C (configuration not stated)	12	-11	1.1	32
O=C(CSCCSCC(=O)c1ccco1)c1ccco1	2	6	1	-26
C=CCn1c(SCC(=O)NCC2CCCO2)nc2scc(-c3ccco3)c2c1=O (configuration not stated)	8	-4	1.1	1
CC(C(N)=O)N1C(=O)C2C3C=CC(C3)C2C1=O (configuration not stated)	6	1	0.98	-3
CCOc1ccc(C2N(c3ccc(F)cc3)C(=O)C3CCCN32)cc1OC (configuration not stated)	14	3	1.1	-23
CCC(C)(C)n1nnnc1C(c1ccncc1)N1CCN(c2cccc(OC)c2)CC1 (configuration not stated)	4	-4	0.95	1
Cc1cc2c(cc(C(=O)N3CCC(C(=O)NC4CCCC4)CC3)n2Cc2c(F)cccc2Cl)o1	4	-10	1.2	18
COc1ccc(N2CSC3=C(C#N)C(c4cc(OC)c(OC)cc4OC)CC(=O)N3C2)c(OC)c1 (configuration not stated)	3	?	1.4	?
COc1ccc(CCNC(=O)CCNS(=O)(=O)c2ccc3c(c2)CCN3C(C)=O)cc1OC	9	2	1	-5
CC1CCN(CCCNC(=O)c2n[nH]c(=O)c3ccccc23)CC1	4	4	0.97	3
CCn1nnnc1SCC(=O)N1CCOCC1	2	3	1	-15
CC1(C(=O)NCc2cccnc2)CCC(=O)N1Cc1cccs1 (configuration not stated)	14	1	1.1	14
COC(=O)c1cc2oc(C)cc2n1CC(=O)N1CCCc2ccccc21	5	?	1.3	?
Cc1ccc(-c2nn3c(C)nnc3s2)cc1NC(=O)c1ccc(Br)o1	4	1	1.1	3
CCN1CCN(CCNC(=O)c2ccc(CS(=O)(=O)c3c(Cl)cccc3Cl)o2)CC1	8	-1	1	-1
COc1ccc(-c2noc(COc3ccccc3OC)n2)cc1OC	7	7	1	-7
OCc1nc2ccccc2n1CCCOc1ccccc1	/	2	1	-1
COc1ccc(CNC(=O)C(c2ccco2)N(Cc2cccs2)C(=O)Cc2cccs2)cc1 (configuration not stated)	14	3	1	-12
CC(=O)N1CCc2cc(S(=O)(=O)CCC(=O)N3CCN(C(=O)c4ccco4)CC3)ccc21	8	3	1	-13
CN(C)S(=O)(=O)c1ccc2c(c1)c(=O)c(C(=O)NCCCN1CCCCCC1)cn2C	7	1	0.97	6
O=C(Nc1ccon1)c1csc2c1CCCC2	2	-2	1	4
CC1CN(C2CCCCC2)c2nc3c(c(=O)[nH]c(=O)n3C)n2C1 (configuration not stated)	5	-10	1	0
COc1ccc(-c2c(C)nn3c(N4CCC(C(=O)N5CCCCC5)CC4)cc(C)nc23)cc1OC	12	0	1.1	-1
COc1cccc(NC(=O)CCCn2c(=O)[nH]c3ccccc3c2=O)c1	5	2	1.1	-23
CCOc1ccc(N(C(C)=O)C2C=CS(=O)(=O)C2)cc1 (configuration not stated)	4	-3	0.9	-15
COc1ccc(C(=O)CN2CCN(c3ccc(F)cc3)CC2)cc1OC	9	2	0.98	10
CCc1ccc(-n2c(SCC(=O)Nc3cc(C)[nH]n3)nc3[nH]ncc3c2=O)cc1	12	-3	1	11
C=CCN(C(=O)CNC(=O)c1ccco1)C(C(=O)NC1CCCCC1)c1ccccc1F (configuration not stated)	13	0	1.1	0
Cc1ccc(-c2nc3c(=O)n(C)c4ccccc4c3o2)cc1	8	-5	1.1	-22
O=C(NC1CCS(=O)(=O)C1)N1CCCCC1 (configuration not stated)	6	3	1	-4
CCCCOc1ccccc1Cn1c(=O)oc2ccccc21	15	-10	1	5
CCOc1cc2c(cc1OCC)C(C(=O)O)C(c1cc(OC)c(OC)c(OC)c1)N(C)C2=O (configuration not stated)	9	1	0.96	-7
CCCCN(C(=O)NC(=O)Nc1ccccc1C)S(C)(=O)=O	12	-11	0.98	16
O=C(Cn1c(C(=O)NCC2CCCO2)cc2sccc21)c1ccccc1 (configuration not stated)	9	-1	1	-4
CCOC(=O)CNc1nc(C#N)nc(N2CCOCC2)n1	16	3	1	-10
Cc1ccccc1Nc1cc2ccccc2c(=O)[nH]1	4	-2	2.1	10
COc1ccccc1OCCSc1nc2ccccc2c(=O)[nH]1	20	0	1.1	-10
Cn1c(=O)oc2cc(S(=O)(=O)NCCC(=O)NCCc3ccc(Cl)cc3)ccc21	9	?	1.4	?
CC(C)C[C@H](NC(=O)Nc1cccc(C(F)(F)F)c1)C(=O)O	12	14	1	-15
O=S1(=O)N=CN(Cc2cccc(F)c2)c2ccccc21	13	-5	0.96	-9

Three compounds already listed, ordered by their value in Jurkat autofluor, smallest number first:
SMILES	LNCaP diff act	VLA-4 allo ag	Jurkat autofluor	VLA-4 antagonist
CCC(C)(C)n1nnnc1C(c1ccncc1)N1CCN(c2cccc(OC)c2)CC1 (configuration not stated)	4	-4	0.95	1
O=C(c1ccco1)N1CCN(c2cc(=O)n(C3CCCCC3)c(=O)[nH]2)CC1	7	-4	1	-6
Cc1ccc(-c2nn3c(C)nnc3s2)cc1NC(=O)c1ccc(Br)o1	4	1	1.1	3

Other entries:
SMILES	LNCaP diff act	VLA-4 allo ag	Jurkat autofluor	VLA-4 antagonist
Cc1cccn2c(=O)c3cc(C(=O)N4CCN(C(=O)c5ccco5)CC4)n(C)c3nc12	5	0	1.1	-8
CCOC(=O)c1c(C)c(C(=O)Nc2ccc(N(C)C)cc2)c(C)n1CC	3	-3	1.1	-21
Cc1ccnc(NC(=O)CCC(=O)N(CC(=O)NC(C)(C)C)C2CCCC2)c1	8	4	1	-17
CCN1C(=O)CSc2ccc(C(=O)OC)cc21	11	-3	1.1	-1
COC(=O)c1cc2ccsc2n1CC(=O)Nc1cc(C)cc(C)c1	4	-2	1.1	-11
Cc1ccc(NC(=O)c2cc(-c3ccco3)on2)cc1	2	-1	1.1	-10
CCn1c2ccccc2c2cc(Nc3cc(C)nc4ncnn34)ccc21	11	?	2.3	?
CCCC(CCC)C(=O)OC1C[C@H]2CC[C@@H](C1)[N+]2(C)C (some centres not stated)	3	0	1	-7
COc1ccc(CCn2c(SCC(=O)Nc3cc(C)on3)nc3ccccc3c2=O)cc1OC	8	?	1.1	?
Cc1noc(C)c1C(=O)Nc1ccc(Cl)cc1C(F)(F)F	3	-4	0.92	-2
CCOc1ccccc1OCCCCN1CCCC1	7	8	0.96	-26
FC(F)(F)c1cccc(N2CCN(c3ccc4nnc(-c5ccccc5)n4n3)CC2)c1	11	10	1.1	-12

Records listed above that bear a hit mark in Jurkat autofluor.
SMILES	LNCaP diff act	VLA-4 allo ag	Jurkat autofluor	VLA-4 antagonist
CCN(CC)c1ccc(C=N/C(C#N)=C(\N)C#N)cc1	19	?	5.9*	?

Additional structures follow.
SMILES	LNCaP diff act	VLA-4 allo ag	Jurkat autofluor	VLA-4 antagonist
CCC(C)NC(=O)C1CCN(S(=O)(=O)c2cccc3cccnc23)CC1 (configuration not stated)	1	5	0.98	-4
CCCCOc1ccc(-c2ncc(Cl)cn2)cc1	9	-10	1.2	-10
O=C(NC1CCCCC1)C1CCCN1S(=O)(=O)c1cccc2nsnc12 (configuration not stated)	8	4	1	6
COc1ccc(OC)c(S(=O)(=O)NCc2csc(-c3ccccc3)n2)c1	19	-1	0.85	13
CCCS(=O)(=O)N1CCCC(C(=O)NCCCN2CCN(c3cccc(Cl)c3)CC2)C1 (configuration not stated)	3	-4	1.1	-6
O=C(NC1CCCCCCC1)c1ccccc1O	13	-12	1.2	9
CCOC(=O)N1CCN(S(=O)(=O)c2ccc3[nH]cc(C(=O)O)c(=O)c3c2)CC1	4	7	1	-24
Cc1ccc2nc(-c3cccnc3)oc2c1	14	-3	0.98	-3
O=C(NCCCCNC(=O)c1c(F)c(F)c(F)c(F)c1F)c1c(F)c(F)c(F)c(F)c1F	9	0	1	-6
O=C(O)CN1C(=O)C2(OCCCO2)c2ccccc21	3	2	0.96	-20
CCOC(=O)c1c(NC(=O)COC(=O)c2c(C)noc2C)sc2c1CCC2	9	-8	1	14
COc1cc(C(=O)OCC(=O)N(C)Cc2ccccc2)cc(OC)c1OC	8	0	1	2

Compound profiles, from the list above. Screens in order: LNCaP diff act	VLA-4 allo ag	Jurkat autofluor	VLA-4 antagonist
`CCCCOc1ccc(-c2ncc(Cl)cn2)cc1` in the list: 9	-10	1.2	-10
`CCOC(=O)c1c(NC(=O)COC(=O)c2c(C)noc2C)sc2c1CCC2` in the list: 9	-8	1	14
`Cc1ccc2nc(-c3cccnc3)oc2c1` in the list: 14	-3	0.98	-3
`O=C(O)CN1C(=O)C2(OCCCO2)c2ccccc21` in the list: 3	2	0.96	-20
`O=C(NC1CCCCCCC1)c1ccccc1O` in the list: 13	-12	1.2	9
